ALOX15B inhib – 15-hLO-2 (ALOX15B) enzyme inhibition; O15296; purified 15hLO-2, xylenol orange hydroperoxide absorbance; Potency, µM (series often up to 57.1 µM), for inactives: at the highest dose activity change, negative = inhibition, hits mostly inhibitors; 110,000 tested, 0.56% active; also: potency is read from the fitted curve at half-maximal effect; nearly all actives have a fitted effect of over 60% in size; many of its hits are not listed in these tables
Target sequence (O15296 whole entry, looked up): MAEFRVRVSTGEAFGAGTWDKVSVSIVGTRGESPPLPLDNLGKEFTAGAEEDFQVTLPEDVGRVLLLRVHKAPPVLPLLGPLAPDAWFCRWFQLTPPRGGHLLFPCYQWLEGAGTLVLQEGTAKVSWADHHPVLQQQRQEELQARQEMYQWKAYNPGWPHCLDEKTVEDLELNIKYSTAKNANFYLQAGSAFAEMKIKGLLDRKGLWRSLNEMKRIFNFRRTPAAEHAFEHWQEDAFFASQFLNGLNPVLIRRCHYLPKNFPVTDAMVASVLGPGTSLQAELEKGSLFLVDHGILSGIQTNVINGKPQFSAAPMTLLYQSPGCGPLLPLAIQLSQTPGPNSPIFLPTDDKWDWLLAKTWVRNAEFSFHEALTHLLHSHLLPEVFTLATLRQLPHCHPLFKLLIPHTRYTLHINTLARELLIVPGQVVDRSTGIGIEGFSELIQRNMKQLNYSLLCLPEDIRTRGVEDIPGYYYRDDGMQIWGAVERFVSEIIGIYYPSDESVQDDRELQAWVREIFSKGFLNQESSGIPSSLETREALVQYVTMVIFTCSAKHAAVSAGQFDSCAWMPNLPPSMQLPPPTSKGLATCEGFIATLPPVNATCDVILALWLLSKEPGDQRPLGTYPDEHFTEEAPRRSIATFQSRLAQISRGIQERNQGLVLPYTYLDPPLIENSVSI
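Read-out: hydroperoxide product oxidises ferrous iron, measured as xylenol orange complex via the 573-to-405 nm absorbance ratio after 30 min. Reaction: 50 nM enzyme, 15 min compound preincubation, 45 uM arachidonic acid, 90 min RT, Hepes pH 7.5 with Triton X-100.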
IMPase cell inh – membrane-permeable compound that blocks inositol monophosphatase | CHO-M1 cells, IP1 accumulation, HTRF TR-FRET ratio | inhibition (IP1 accumulation), % at 46.1 µM | 120,000 tested, under 10 active; active = well fitted curve in the direction sought with a large enough effect in the signal ratio, not every such curve was filed as active; inconclusive = small, poorly fitted or top-dose-only effect, or a change in a side signal; inactive = no such curve, though single readings can be large or run the other way; the % refers to the signal ratio;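 also: cells stimulated with carbachol in lithium chloride buffer; plate controls were DMSO basal wells for no effect and reference inhibitor wells for full effect; higher means more IMPase inhibition seen as more IP1 and lower FRET ratio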
Target sequence (P97697 whole entry, looked up): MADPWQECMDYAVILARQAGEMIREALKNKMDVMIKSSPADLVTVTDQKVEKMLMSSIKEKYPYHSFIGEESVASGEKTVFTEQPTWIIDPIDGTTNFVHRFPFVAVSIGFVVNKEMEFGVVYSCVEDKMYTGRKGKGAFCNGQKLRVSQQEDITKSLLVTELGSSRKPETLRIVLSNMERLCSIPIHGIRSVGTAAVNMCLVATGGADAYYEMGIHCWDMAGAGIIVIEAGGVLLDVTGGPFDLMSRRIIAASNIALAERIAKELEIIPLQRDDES
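Seeded CHO-M1 cells were dosed with compound at up to 46 uM, stimulated with carbachol for 30 min, then lysed in IP-One detection reagents. Higher IP1 lowers the TR-FRET signal.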
12-hLO inh – inhibitors of human 12-lipoxygenase (ALOX12) | purified 12-hLO, xylenol orange hydroperoxide absorbance | AID 1452 | 150,000 tested, 0.12% active | Potency, µM (top dose mostly 57.1 µM), without a hit: top-dose activity change, negative = inhibition, actives largely listed as inhibitors; also: potency is read from the fitted curve at half-maximal effect; nearly all actives have a fitted effect of over 55% in size; many of its hits are not listed in these tables
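Lipoxygenase turnover measured by absorbance at 573 and 405 nm after Fe-XO development. Human 12hLO 150 nM, arachidonate 40 uM, pH 7.0 Hepes buffer with detergent; 15 min compound preincubation, 30 min reaction.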
PNC inhibitor – perinucleolar compartment assembly inhibition; AID 2417; 140,000 tested, 3.1% active; activity change (PNC), negative = inhibition, % at 10 µM; PC3M PTB-GFP, PNC prevalence imaging, 16 h; hits give low values;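 active = readout at or below -70, meaning at least 70% loss of cells showing the perinucleolar compartment, a nuclear body marking cancer cells; inconclusive = readout between -30 and a set limit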;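 also: plate controls were DMSO wells for no effect and camptothecin positive control wells for full effect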
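PC3M cells stably expressing PTB-GFP, 750–1000 cells/well, treated 16 h at 37 °C with compound (23 nl of library stock), in duplicate. After paraformaldehyde fixation and Hoechst stain, imaged at 20x; PNC prevalence scored by image analysis.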
* marks the source's active call; other numbers are inactive results; u = inconclusive; x = not tested or not shown; [ ] = dose if it differs, or a comment. Unless noted, calls follow the shape of the dose curve; as a rule, active = well fitted curve in the direction sought with a large enough effect; inconclusive = small, poorly fitted or top-dose-only effect, or another doubt; inactive = no such curve, though single readings can be large; an effect the other way counts as inactive or inconclusive. Unless noted, % is scaled to controls: 0 for no effect and ±100 for the full control effect. A portion of the library; rates above refer to the full screens.

Sample of the layout (4 entries):
Screens in order: ALOX15B inhib	IMPase cell inh	12-hLO inh	PNC inhibitor
> COc1ccc(C2C(C(=O)N3CCCCC3)CC(=O)N2c2ccc(OC)cc2)cc1 (configuration not stated)
    9%	0	-4%	-13
> CC(C)(C)n1nnnc1CN1CCSCC1
    1%	-7	5%	12
> CCSc1nnc(NC(=O)CSc2nnc(CNC(=O)c3ccc(OC)cc3)o2)s1
    x	x	-3%	2
> CC1(C)CC(=O)C2=C(C1)Nc1cc(C(=O)c3ccccc3)ccc1NC2c1ccccn1 (configuration not stated)
    x	x	0%	-19

All compounds of this part, repeating the preview:
Screens in order: ALOX15B inhib	IMPase cell inh	12-hLO inh	PNC inhibitor
> COc1ccc(C2C(C(=O)N3CCCCC3)CC(=O)N2c2ccc(OC)cc2)cc1 (configuration not stated)
    9%	0	-4%	-13
> CC(C)(C)n1nnnc1CN1CCSCC1
    1%	-7	5%	12
> CCSc1nnc(NC(=O)CSc2nnc(CNC(=O)c3ccc(OC)cc3)o2)s1
    x	x	-3%	2
> CC1(C)CC(=O)C2=C(C1)Nc1cc(C(=O)c3ccccc3)ccc1NC2c1ccccn1 (configuration not stated)
    x	x	0%	-19
> CC(C)c1ccc(NC(=O)C2CC(=O)N=C(N)S2)cc1 (configuration not stated)
    12%	22	2%	-28
> CCOc1ccc(S(=O)(=O)N2CCN(c3ccccc3OC)CC2)c2cccnc12
    1%	1	-8%	u
> CCCC[C@H](CC)CN=C(N)NC(N)=NCCCCCCN=C(N)NC(N)=NC[C@@H](CC)CCCC
    41%[activator][25.6 µM]	19[20.6 µM]	3%[25.6 µM]	x
> CCO/C=C/C(=O)N(C)CCC#N
    -1%	2	-2%	u
> CCN1CCN(S(=O)(=O)c2ccc3[nH]c(=O)oc3c2)CC1
    4%	1	1%	11
> N#Cc1nc(COc2cccc(Cl)c2)oc1NCc1ccco1
    -2%	6	-22%	0
> Cc1nn(C)c(C(=O)Nc2ccc(Cl)c([N+](=O)[O-])c2)c1Cl
    x	x	2%	3
> Cc1ccc(-c2csc3nc(CSc4nnc(-c5ccc(Cl)cc5)n4C)[nH]c(=O)c23)cc1
    x	x	-1%	-28
> CN(C(=O)CSc1nnc(Cc2ccccc2F)n1N)C1CCS(=O)(=O)C1 (configuration not stated)
    1%	-2	2%	51
> CS(=O)(=O)N(CC(=O)NCC1CCCO1)c1cc(Cl)ccc1Cl (configuration not stated)
    -3%	5	3%	-20
> CCOc1ccc(C2C=C(c3ccc(F)cc3)Nc3ncnn32)cc1 (configuration not stated)
    7%	-8	-21%	37
> O=C(COC(=O)c1cccnc1Cl)c1ccc(Cl)cc1Cl
    -23%	12	-19%	86
> Cc1oc(-c2ccccc2F)nc1CN1CCC(C(=O)NC2CCCCCCC2)CC1
    46%[activator]	1	-5%	-15
> Cc1ccc(N=C2NC(=O)/C(=C/c3cccs3)S2)cc1C
    x	x	4%	5
> CCOc1ccc(OCC)c(NC(=O)CN2CCN(c3cccc(C)c3)C(C)C2)c1 (configuration not stated)
    21%	5	-7%	-4
> COC(=O)c1ccc(CC(=O)c2ccc(O)cc2O)o1
    u	u	-25%	6
> CCC(C(=O)O/N=C(\N)c1ccc(C)cc1)c1ccccc1 (configuration not stated)
    2%	2	-5%	12
> CCC(=O)N(Cc1cc2ccccc2[nH]c1=O)C(C)C
    3%	10	-5%	29
> COc1ccccc1NC(NC(=O)c1ccccn1)C(Cl)(Cl)Cl (configuration not stated)
    x	x	-1%	26
> O=C1C2C3C=CC(C3)C2C(=O)N1c1ccc2ccccc2n1 (configuration not stated)
    x	6	-1%	u
> NNC(=O)c1ccc(OCc2nc3ccccc3[nH]2)cc1
    24%[11.4 µM]	x	-2%[11.4 µM]	x
> CC(C)NC(=O)c1cnc(N2CCN(c3ccccn3)CC2)c2ccccc12
    14%	6	-3%	4
> COC(=O)c1ccsc1NC(=O)C1=COCCO1
    1%	1	u	42
> Cc1ccnc(NS(=O)(=O)c2ccc(N=[N+]=[N-])cc2)n1
    -6%[11.4 µM]	x	8%[11.4 µM]	x
> COc1cc(OC)cc(N(C(=O)c2ccco2)C(C(=O)NC2CCCC2)c2ccc(N(C)C)cc2)c1 (configuration not stated)
    3%	6	-4%	6
> CC1(C)CC(CCNS(=O)(=O)c2ccccc2)(c2ccccc2)CCO1 (configuration not stated)
    x	x	-3%	49
> S=C(Nc1ccc(Cl)c(Cl)c1)NC1CCN(Cc2ccccc2)CC1
    x	-11	-29%	30
> Cc1nnc(SCC(=O)Nc2ccccc2N2CCOCC2)s1
    x	3	2%	187
> Cc1nn(-c2ccccc2)c(Cl)c1/C=N/NC(=O)c1ccc(CNc2ccccc2)o1
    x	x	-3%	u
> CCCCOc1ccc(-c2nc(SCC(N)=O)n[nH]2)cc1
    -2%	1	-2%	-29
> CC(=O)Nc1ccc(S(=O)(=O)NC2(C(F)(F)F)N=C(c3ccccc3)NC2=O)cc1 (configuration not stated)
    0%	2	1%	4
> CCSC(=O)N(CC)CC(=O)Nc1c(CC)cccc1CC
    -1%	u	-3%	-6
> COC(=O)[C@H](Cc1ccccc1)NC(=O)Nc1ccc(S(N)(=O)=O)cc1
    -1%	-7	-2%	44
> Cc1ccc(Cl)cc1N1CCN(C(=O)CN2C(=O)c3cccc4cccc2c34)CC1
    -14%	2	1%	20
> CC(C)(C)n1nnnc1C(c1cccs1)N(Cc1cccnc1)Cc1ccco1 (configuration not stated)
    21%	18	-4%	u
> O=C(COC(=O)CCC(=O)c1cccs1)Nc1cccc(S(=O)(=O)N2CCOCC2)c1
    -6%	2	9%	u
> COCCNC(=O)C(c1cccs1)N(C(=O)Cn1nnc2ccccc21)c1cccc(C(C)=O)c1 (configuration not stated)
    -4%	0	-5%	2
> COc1cc(CC(=O)Nc2ccc(S(=O)(=O)Nc3ncccn3)cc2)cc(OC)c1OC
    -4%	5	-2%	21
> Cc1cc(N2CCN(S(=O)(=O)c3ccc(Cl)cc3)CC2)c2ccccc2n1
    33%[activator]	16	-17%	u
> CCc1nc(SCC(=O)NCc2ccccc2)c2c(=O)n(C)c(=O)n(C)c2n1
    -1%	1	1%	-20
> O=C(CC(C(=O)N1CCc2ccccc21)n1ccnc1)NCC1CCCO1 (configuration not stated)
    4%	-2	-1%	21
> COc1cccc(NC(=O)CCSc2nnc3scc(-c4ccccc4)n23)c1
    x	x	-3%	6
> NC(=S)N/N=C/c1ccc(-c2ccc(Cl)c(Cl)c2)o1
    -29%	-1	-25%	u
> COc1ccc(CC(=O)NCCc2ccc(S(N)(=O)=O)cc2)cc1
    2%	5	8%	-8
> CCC1Sc2ccccc2N(CC(=O)NCCC2=CCCCC2)C1=O (configuration not stated)
    -2%	14	-1%	-6
> CC(C)CCN1C(=O)c2ccc(C(=O)Nc3cccc(S(N)(=O)=O)c3)cc2C1=O
    x	x	3%	-6
> O=C(Nc1ccc2c(c1)OCO2)Oc1ccccc1
    -5%	u	-2%	-20
> C=CCn1c(NC(=O)c2ccc(Br)o2)c(S(=O)(=O)c2ccccc2)c2nc3ccccc3nc21
    u	-19	-25%	-16
> Cc1cccc(C(C)(C)C)c1OCCN1CCCC1
    x	x	-3%	-17
> O=C(C(Cc1ccccc1)NS(=O)(=O)c1cccc2cccnc12)N1CCc2ccccc21 (configuration not stated)
    -6%	-1	4%	6
> COc1ccc(C(C)=O)cc1COC(=O)CNC(=O)c1ccc(F)cc1
    x	x	2%	-20
> CCOc1ccc(Nc2oc(-c3ccco3)nc2C#N)cc1
    u	3	-23%	u
> COC(=O)c1ccc2c(=O)n(CCN3CCOCC3)c(SCC(=O)C(C)(C)C)nc2c1
    x	1	3%	40
> COc1ccc(NC(=O)c2ccc(NS(=O)(=O)c3c(C)noc3C)cc2)cc1OC
    1%	-15	-1%	7
> CCOC(=O)/C(C#N)=C/c1c(Oc2cccc(C)c2)nc2c(C)cccn2c1=O
    x	x	1%	11
> COCc1nc(-c2ccc(-c3ccccc3)nc2OC)no1
    x	7	-3%	5

Remaining list, next part
Screens in order: ALOX15B inhib	IMPase cell inh	12-hLO inh	PNC inhibitor
> C=CCn1c(C)cc(C(=O)COC(=O)C2CC(=O)N(Cc3ccccc3)C2)c1C (configuration not stated)
    -4%	1	-2%	-9
> Cc1ccc2c(c1)NC(=O)C(CC(=O)NCCCN1CCCC1=O)O2 (configuration not stated)
    -1%	1	-2%	u
> COc1ccc(/C=C/C(=O)c2ccc[nH]2)c(OC)c1OC
    x	10	1%	u
> CC1CN(C(=O)Nc2ccccc2)c2ccccc2-[n+]2ccsc21 (configuration not stated)
    x	x	0%	-22
> COc1cccc(-c2nc(CS(=O)(=O)CC(=O)NCCCN3CCc4ccccc4C3)c(C)o2)c1
    16%	11	4%	51
> COc1ccc(N2C(=O)CC(N3CCCC4CCCCC43)C2=O)cc1 (configuration not stated)
    -15%	-3	6%	-24
> COc1ccccc1/C=N/NC(=O)c1csc(C)c1C
    x	x	-4%	u
> c1ccc(C2=Nn3c(nnc3-c3ccncc3)SC2)cc1
    -5%	5	-4%	48
> O=C(CCn1nnc2ccccc2c1=O)N[C@@H](Cc1ccccc1)C(=O)O
    -2%	-3	6%	u
> S=C1NC2=C(CCC/C2=C\c2ccccc2)C(c2ccccc2)N1 (configuration not stated)
    x	x	-24%	-2
> Cc1nnc(SCC(=O)Nc2sc3c(c2C#N)CCCC3)[nH]c1=O
    -11%	3	-16%	u
> CN(C)Cc1ccccc1Sc1ccc(O)cc1O
    x	x	2%	-25
> Cc1ccc(/C=C/C(=O)Nc2cc(S(=O)(=O)N3CCCCCC3)ccc2OCC(F)(F)F)o1
    x	x	-5%	u
> CC1=CC(C)(C)N2C(=O)C3(SCC(=O)N3c3ccc(F)cc3)c3cc(C)cc1c32 (configuration not stated)
    -12%	6	-6%	7
> O=C(NCc1ccccc1)c1ccc(Br)cc1Br
    x	x	-1%	83

Individual results from the list:
12-hLO inh with Cc1nnc(SCC(=O)Nc2sc3c(c2C#N)CCCC3)[nH]c1=O = -16%
IMPase cell inh with COc1ccc(N2C(=O)CC(N3CCCC4CCCCC43)C2=O)cc1 (configuration not stated) = -3

(continued)
Screens in order: ALOX15B inhib	IMPase cell inh	12-hLO inh	PNC inhibitor
> Clc1ccc(Cn2cc(/C=N/n3cnnc3)c3ccccc32)cc1
    13%	6	-6%	-10
> Cc1cc(=O)n(CC(C)O)c(O)c1C#N (configuration not stated)
    x	4	-10%	1
> Cc1ccc(-n2c(Cc3ccccc3)n[nH]c2=S)cc1
    -8%	4	0%	0
> CC(C)(C)N=C1NN=C(c2cc3ccccc3o2)CS1
    x	-5	-6%	0
> Nc1cccc2c1C(=O)N(C(=O)c1ccc(S(=O)(=O)N3CCCCCC3)cc1)C2=O
    -19%	-8	6%	u
> CCc1n[nH]c(=O)n1Cn1c(CC)n[nH]c1=O
    -10%	-4	6%	46
> Cc1ccc(NC(=O)C2CCN(C(=O)c3ccccc3C)CC2)cc1
    x	x	0%	-28
> CCOc1ccc(C(Nc2ccc(C)cc2)P2(=O)OCCCO2)cc1 (configuration not stated)
    -5%	7	1%	33
> O=C(NC1C(=O)NNC1c1ccccc1)c1ccc(F)cc1 (configuration not stated)
    44%[activator]	4	-5%	9
> Cc1ccc(-n2c(=O)cc(N3CCN(Cc4ccccc4)CC3)[nH]c2=O)cc1
    -1%	u	6%	u

Compound activity from PubChem.
